IDE inh: inhibitors of human insulin-degrading enzyme in cells. HEK cells, FAbetaB cleavage, fluorescence polarization. inhibition, % at 5.59 µM. actives 0.41% (n = 320,000). AID 434962;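 active = percent inhibition above the average of all tested compounds plus 3 SD, set per screening campaign, cut at about 16% in these data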;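 also: IDE supplied by intact live HEK cells; FP after avidin binding of uncleaved biotin substrate so inhibition keeps polarization high; 0% = DMSO wells and 100% = 60 µM reference IDE inhibitor Ii1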
FID counter: displaces DNA intercalator in HCV helicase counter-screen. inhibition, % at 7.9 µM. actives 0.17% (n = 290,000). DNA fluorescent intercalator displacement, fluorescence; in the data active = inhibition above about 37%;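 also: 0% = vehicle and 100% = reference compound; higher means more ethidium bromide displaced from hairpin DNA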
UBC9 SUMO inh: inhibitors of human SUMOylation (UBC9); P63279; HTRF SUMOylation assay, SAE1/SAE2 + UBC9, in vitro; inhibition, % at 35 µM; actives 0.36% (n = 290,000); in the data active = inhibition above about 50%, passing the limit was not always enough; also: strong numbers were not always called active
pCIP destab: p/CIP protein destabilization; Q05BA5; F442A p/CIP-EGFP cells, EGFP fluorescence, 16 h; decrease of EGFP signal, % at 10 µM; actives 0.01% (n = 290,000); AID 1984;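 active = EGFP signal decrease of at least 30% at 10 µM or well 3 SD below plate mean, unless failing retest; inactive = the rest, including hits failing retest or dose response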; also: some compounds called inactive have numbers as strong as hits; many of its hits are not listed in these tables
Target sequence (Q05BA5 1-1403): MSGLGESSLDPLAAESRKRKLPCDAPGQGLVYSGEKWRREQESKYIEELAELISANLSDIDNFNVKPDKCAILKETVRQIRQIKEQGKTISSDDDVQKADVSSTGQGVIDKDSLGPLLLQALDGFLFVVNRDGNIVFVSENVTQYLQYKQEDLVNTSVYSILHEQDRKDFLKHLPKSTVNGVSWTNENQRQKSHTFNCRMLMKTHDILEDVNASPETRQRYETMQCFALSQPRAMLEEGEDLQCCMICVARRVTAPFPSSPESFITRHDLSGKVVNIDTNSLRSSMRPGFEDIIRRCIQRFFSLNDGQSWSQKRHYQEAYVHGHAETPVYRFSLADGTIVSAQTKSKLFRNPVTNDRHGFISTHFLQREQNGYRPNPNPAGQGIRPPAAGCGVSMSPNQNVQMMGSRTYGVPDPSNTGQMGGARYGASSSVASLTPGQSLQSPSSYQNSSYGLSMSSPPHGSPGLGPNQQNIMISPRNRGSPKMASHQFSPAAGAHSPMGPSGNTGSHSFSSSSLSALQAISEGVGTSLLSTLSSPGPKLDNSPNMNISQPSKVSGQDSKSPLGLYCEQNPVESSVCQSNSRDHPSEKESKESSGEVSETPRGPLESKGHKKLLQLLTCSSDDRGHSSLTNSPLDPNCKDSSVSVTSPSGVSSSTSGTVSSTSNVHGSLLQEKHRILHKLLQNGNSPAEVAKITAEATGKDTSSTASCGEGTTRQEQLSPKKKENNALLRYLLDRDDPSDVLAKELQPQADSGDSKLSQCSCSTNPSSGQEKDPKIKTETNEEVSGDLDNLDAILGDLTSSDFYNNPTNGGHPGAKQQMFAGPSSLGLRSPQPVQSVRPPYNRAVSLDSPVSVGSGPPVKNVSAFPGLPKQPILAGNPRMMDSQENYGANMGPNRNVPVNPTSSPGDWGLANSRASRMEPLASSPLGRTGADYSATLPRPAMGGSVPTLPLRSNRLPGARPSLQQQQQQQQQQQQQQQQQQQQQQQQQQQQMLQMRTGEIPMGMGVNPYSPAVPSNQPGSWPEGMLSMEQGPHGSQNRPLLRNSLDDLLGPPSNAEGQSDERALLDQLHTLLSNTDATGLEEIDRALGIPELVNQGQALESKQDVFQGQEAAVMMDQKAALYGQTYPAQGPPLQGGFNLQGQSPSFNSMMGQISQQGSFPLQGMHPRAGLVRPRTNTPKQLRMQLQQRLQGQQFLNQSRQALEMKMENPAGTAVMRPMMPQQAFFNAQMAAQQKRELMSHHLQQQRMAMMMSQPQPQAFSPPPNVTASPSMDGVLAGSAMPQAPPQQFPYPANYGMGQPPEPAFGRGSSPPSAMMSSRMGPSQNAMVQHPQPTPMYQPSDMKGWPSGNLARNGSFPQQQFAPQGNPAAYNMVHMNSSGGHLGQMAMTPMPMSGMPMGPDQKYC
IDE act: boosts human insulin-degrading enzyme activity in HEK cells. actives 0.073% (n = 340,000). AID 493087. activation, % at 5.96 µM. P14735. FAbeta-B cleavage, fluorescence polarization; 0% vehicle, 100% cell-free pure enzyme wells;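 active = activation above the mean of all tested compounds plus 3 SD, set per screening campaign, cut at about 17% in these data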
M18AAP inhibitor: PfM18AAP enzyme inhibition; actives 1.2% (n = 290,000); recombinant PfM18AAP, H-Glu-NHMec fluorogenic cleavage; AID 1822; inhibition, % at 7.35 µM;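 active = inhibition above the campaign mean inhibition over all tested compounds plus 3 SD, cut at about 28% in these data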;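 also: 0% = plate median of test compound wells and 100% = 2 mM ZnCl2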
VIM-2 inh: blocks Pseudomonas aeruginosa VIM-2 metallo-beta-lactamase; purified VIM-2, nitrocefin hydrolysis, epi-absorbance fluorescence; inhibition, % at 5.6 µM; actives 0.89% (n = 290,000); AID 1527;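 active = inhibition above the mean of all tested compounds plus 3 SD, cutoff set per screening run, cut at about 7.5% in these data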;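 also: red hydrolysis product quenches plate fluorescence so inhibitors raise well fluorescence; 0% = enzyme with DMSO and 100% = DMSO without enzyme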
HCV NS3 hel inh: inhibitors of Hepatitis C virus NS3 helicase. NS3 helicase DNA unwinding, Cy5 molecular beacon fluorescence. inhibition, % at 10.9 µM. actives 0.56% (n = 290,000). AID 1800;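 active = inhibition above the mean of all tested compounds plus 3 SD, set per campaign, cut at about 35% in these data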;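 also: 0% = DMSO wells and 100% = thioflavine S control wells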
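System: NS3 helicase fragment of HCV / Schedule: 1 h at 25 °C / Control set: DMSO alone as 0% and 110 µM thioflavine S as 100% / Reagent: Cy5/quencher beacon DNA duplex and ATP to start / Technique: Cy5 fluorescence / Replication: singlicate / Evaluation: % inhibition of end-to-start signal ratio versus controls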
IMP-1 inh: inhibitors of Pseudomonas aeruginosa IMP-1 metallo-beta-lactamase. inhibition, % at 5.6 µM. actives 0.45% (n = 290,000). purified IMP-1, nitrocefin hydrolysis, epi-absorbance fluorescence;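 active = inhibition above the mean plus 3 SD of all compounds in the same screening run, cut at about 4.5% in these data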;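 also: 0% = IMP-1 with DMSO and 100% = DMSO wells lacking enzyme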
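Test system: recombinant IMP-1 enzyme, purified / Medium: HEPES buffer pH 7.1 with ZnSO4 and Brij 35 / Doses: single dose, 5.6 µM / Times: 25 °C, 15 min preincubation, 25 min reaction / Detection: Epi-absorbance via hydrolysed-nitrocefin quenching of white-plate fluorescence, 480/530 nm, EDTA stop / Evaluation: percent inhibition from optical density relative to buffer-blank wells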
Active calls of the source: *.

Results for CC(=O)c1cn(CC(=O)Nc2c(C)cccc2C)c2ccccc12 ?
IDE inh: 1; FID counter: -7; UBC9 SUMO inh: 15; pCIP destab: -24; IDE act: -4; M18AAP inhibitor: -4; VIM-2 inh: -1.0; HCV NS3 hel inh: 9; IMP-1 inh: -2.6

What do the screens show for `C=CCN(CC=C)C(=O)c1ccc2nc(Cc3ccc(OC)c(OC)c3)oc2c1`?
IDE inh: 5; FID counter: -41; UBC9 SUMO inh: 2; pCIP destab: -7; IDE act: 0; M18AAP inhibitor: 2; VIM-2 inh: -0.1; HCV NS3 hel inh: -5; IMP-1 inh: 0.8

Results for CCCCCSc1nc(N2CCOCC2)c2c(c1C#N)CC(C)(C)OC2 ?
IDE inh: 3; FID counter: 4; UBC9 SUMO inh: -7; pCIP destab: -4; IDE act: -1; M18AAP inhibitor: 1; VIM-2 inh: -2.6; HCV NS3 hel inh: -3; IMP-1 inh: -3.3

Results for Cc1ccc2cc(/C=N/Nc3ccc(C(=O)O)cc3)c(Cl)nc2c1 ?
IDE inh: 4; FID counter: -18; UBC9 SUMO inh: 14; pCIP destab: 1; IDE act: 4; M18AAP inhibitor: 11; VIM-2 inh: 1.3; HCV NS3 hel inh: 19; IMP-1 inh: 0.4

Results for O=C(c1ccc(Cn2cnnn2)cc1)N1CCCC(Nc2ccc(F)cc2)C1 (stereo unspecified) ?
IDE inh: -4; FID counter: -10; UBC9 SUMO inh: -14; pCIP destab: -3; IDE act: 1; M18AAP inhibitor: 9; VIM-2 inh: 2.3; HCV NS3 hel inh: 17; IMP-1 inh: -0.7

How did Cc1ccc(S(=O)(=O)N(CC(=O)NCCSC2CCCCC2)c2ccccc2F)cc1 do in these assays?
IDE inh: 6; FID counter: -3; UBC9 SUMO inh: -16; pCIP destab: -9; IDE act: 1; M18AAP inhibitor: -2; VIM-2 inh: -2.1; HCV NS3 hel inh: 3; IMP-1 inh: -3.4

What do the screens show for `O=C(CSc1n[nH]c(=O)[nH]c1=O)c1cccc([N+](=O)[O-])c1`?
IDE inh: 2; FID counter: -6; UBC9 SUMO inh: 3; pCIP destab: 12; IDE act: 2; M18AAP inhibitor: 5; VIM-2 inh: -0.8; HCV NS3 hel inh: -5; IMP-1 inh: 0.2

Results for Cc1ccc(S(=O)(=O)N2CCN(CC(=O)Nc3ccc([N+](=O)[O-])cc3)CC2)cc1C ?
IDE inh: 2; FID counter: 0; UBC9 SUMO inh: -14; pCIP destab: 6; IDE act: 4; M18AAP inhibitor: -3; VIM-2 inh: -0.7; HCV NS3 hel inh: 4; IMP-1 inh: -3.8

How did CN1CCN(CC(O)COC(c2ccc(Cl)cc2)c2ccc(Cl)cc2)CC1 (stereo unspecified) do in these assays?
IDE inh: 0; FID counter: 27; UBC9 SUMO inh: 12; pCIP destab: 6; IDE act: 1; M18AAP inhibitor: -24; VIM-2 inh: 0.0; HCV NS3 hel inh: -76; IMP-1 inh: -0.6

What do the screens show for `O=C(Nc1ccccc1-c1ccccc1)c1cccc(C(F)(F)F)c1`?
IDE inh: -3; FID counter: -7; UBC9 SUMO inh: -6; pCIP destab: -5; IDE act: 7; M18AAP inhibitor: 1; VIM-2 inh: -2.8; HCV NS3 hel inh: -3; IMP-1 inh: 0.4

Sorted by SMILES length (rising): part of the list above.
How did CN1CCN(CC(O)COC(c2ccc(Cl)cc2)c2ccc(Cl)cc2)CC1 (stereo unspecified) do in these assays?
IDE inh: 0; FID counter: 27; UBC9 SUMO inh: 12; pCIP destab: 6; IDE act: 1; M18AAP inhibitor: -24; VIM-2 inh: 0.0; HCV NS3 hel inh: -76; IMP-1 inh: -0.6

What do the screens show for `O=C(CSc1n[nH]c(=O)[nH]c1=O)c1cccc([N+](=O)[O-])c1`?
IDE inh: 2; FID counter: -6; UBC9 SUMO inh: 3; pCIP destab: 12; IDE act: 2; M18AAP inhibitor: 5; VIM-2 inh: -0.8; HCV NS3 hel inh: -5; IMP-1 inh: 0.2

How did Cc1ccc(S(=O)(=O)N(CC(=O)NCCSC2CCCCC2)c2ccccc2F)cc1 do in these assays?
IDE inh: 6; FID counter: -3; UBC9 SUMO inh: -16; pCIP destab: -9; IDE act: 1; M18AAP inhibitor: -2; VIM-2 inh: -2.1; HCV NS3 hel inh: 3; IMP-1 inh: -3.4

New compounds follow
What do the screens show for `C=C(C)CNC(=S)N/N=C(\C)c1ccc(-n2ccnc2)cc1`?
IDE inh: 0; FID counter: -12; UBC9 SUMO inh: 2; pCIP destab: 8; IDE act: 2; M18AAP inhibitor: 9; VIM-2 inh: 79*; HCV NS3 hel inh: -7; IMP-1 inh: -4.6

What do the screens show for `CCS(=O)(=O)n1nc(-c2ccccc2)nc1SC`?
IDE inh: -1; FID counter: 0; UBC9 SUMO inh: 22; pCIP destab: -5; IDE act: 2; M18AAP inhibitor: 1; VIM-2 inh: 1.4; HCV NS3 hel inh: 3; IMP-1 inh: -1.3

How did CC(C)COc1ncnc2c1sc1nc3c(cc12)COC(C)(C)C3 do in these assays?
IDE inh: 8; FID counter: -3; UBC9 SUMO inh: 15; pCIP destab: -5; M18AAP inhibitor: -1; VIM-2 inh: -2.3; HCV NS3 hel inh: -3; IMP-1 inh: -2.3

What do the screens show for `O=C(COc1ccc(Cl)cc1)Nc1ccc(NC(=O)c2ccco2)cc1`?
IDE inh: 0; FID counter: -15; UBC9 SUMO inh: 20; pCIP destab: -4; IDE act: 0; M18AAP inhibitor: -8; VIM-2 inh: -0.8; HCV NS3 hel inh: -2; IMP-1 inh: -1.4

Results for CCC1(C)Cc2ccccc2-c2[nH]c(=S)[nH]c(=O)c21 (stereo unspecified) ?
IDE inh: 0; FID counter: -21; UBC9 SUMO inh: 8; pCIP destab: -9; IDE act: 6; M18AAP inhibitor: 2; VIM-2 inh: -2.8; HCV NS3 hel inh: 1; IMP-1 inh: -2.1

Results for COc1ccccc1NC(=O)CCn1c(=S)oc2ccccc21 ?
IDE inh: 8; FID counter: -7; UBC9 SUMO inh: -15; pCIP destab: 1; IDE act: 2; M18AAP inhibitor: -2; VIM-2 inh: -3.1; HCV NS3 hel inh: 10; IMP-1 inh: -3.6

How did C/C(Cl)=C\COc1cc(C)nc2c(Br)cccc12 do in these assays?
IDE inh: 4; FID counter: 0; UBC9 SUMO inh: -7; pCIP destab: -11; IDE act: 6; M18AAP inhibitor: -2; VIM-2 inh: -2.3; HCV NS3 hel inh: -2; IMP-1 inh: -2.7

What do the screens show for `O=C(O)c1ccccc1C(=O)c1ccc(N2CCCC2)c([N+](=O)[O-])c1`?
IDE inh: 1; FID counter: -25; UBC9 SUMO inh: 18; pCIP destab: -4; IDE act: 5; M18AAP inhibitor: 6; VIM-2 inh: 0.2; HCV NS3 hel inh: 2; IMP-1 inh: -1.8

How did O=C(CSc1nc2c(cnn2-c2ccc(F)cc2)c(=O)[nH]1)Nc1nccs1 do in these assays?
IDE inh: -1; FID counter: -1; UBC9 SUMO inh: -6; pCIP destab: 3; IDE act: -2; M18AAP inhibitor: 1; VIM-2 inh: -1.8; HCV NS3 hel inh: 5; IMP-1 inh: -1.4

How did O=C(/C=C/c1ccc(F)cc1)Nc1cc(S(=O)(=O)N2CCOCC2)ccc1N1CCCC1 do in these assays?
IDE inh: 0; FID counter: -8; UBC9 SUMO inh: 4; pCIP destab: 0; IDE act: -1; M18AAP inhibitor: 2; VIM-2 inh: -0.4; HCV NS3 hel inh: -4; IMP-1 inh: -1.9

What do the screens show for `CCOC(=O)c1cc2sc(C)cc2n1CC(=O)Nc1ccc2c(c1)OCCO2`?
IDE inh: -1; FID counter: -3; UBC9 SUMO inh: 11; pCIP destab: -1; IDE act: 5; M18AAP inhibitor: 1; VIM-2 inh: -1.3; HCV NS3 hel inh: -4; IMP-1 inh: 0.4

What do the screens show for `COc1ccc(C2C(C(C)=O)=C(O)C(=O)N2C)c(OC)c1` (stereo unspecified)?
IDE inh: 2; FID counter: 0; UBC9 SUMO inh: 61; pCIP destab: -17; IDE act: 5; M18AAP inhibitor: 3; VIM-2 inh: -2.2; HCV NS3 hel inh: -1; IMP-1 inh: -1.9

Results for Cc1cc(C(=O)CSc2nc3ccccc3n2C)c(C)n1C ?
IDE inh: 3; FID counter: -10; UBC9 SUMO inh: 2; pCIP destab: -16; IDE act: 0; M18AAP inhibitor: 7; VIM-2 inh: -3.2; HCV NS3 hel inh: -9; IMP-1 inh: -2.0

What do the screens show for `COCCn1c(C)cc(C(=O)CSc2nc3ccccc3c(=O)n2Cc2ccco2)c1C`?
IDE inh: 5; FID counter: -2; UBC9 SUMO inh: 7; pCIP destab: -6; IDE act: 3; M18AAP inhibitor: -7; VIM-2 inh: 0.0; HCV NS3 hel inh: 6; IMP-1 inh: -3.9

What do the screens show for `Cn1c(Cc2ccccc2)nnc1SCC(=O)NC1CCCC1`?
IDE inh: -7; FID counter: -11; UBC9 SUMO inh: 12; pCIP destab: -4; IDE act: 0; M18AAP inhibitor: -1; VIM-2 inh: 0.9; HCV NS3 hel inh: 17; IMP-1 inh: 1.4

Results for Cc1ccn(C(=O)c2cc3cc(Cl)ccc3oc2=O)n1 ?
IDE inh: 1; FID counter: 1; UBC9 SUMO inh: -4; pCIP destab: -4; IDE act: 0; M18AAP inhibitor: -3; VIM-2 inh: -3.1; HCV NS3 hel inh: -3; IMP-1 inh: -1.9

How did CN1CCN(C(=O)c2ccc(COc3ccc(C(C)(C)C)cc3)o2)CC1 do in these assays?
IDE inh: -1; FID counter: 6; UBC9 SUMO inh: 10; pCIP destab: -8; IDE act: 0; M18AAP inhibitor: -7; VIM-2 inh: 1.6; HCV NS3 hel inh: -39; IMP-1 inh: 0.0

How did CNC(=O)COC(=O)/C=C/c1c(C)nn(-c2ccccc2)c1C do in these assays?
IDE inh: 7; FID counter: -9; UBC9 SUMO inh: 0; pCIP destab: 0; IDE act: -1; M18AAP inhibitor: -14; VIM-2 inh: 0.2; HCV NS3 hel inh: 9; IMP-1 inh: -0.8

What do the screens show for `COC(=O)c1ccc(N2NC(=O)/C(=C/c3ccc(OC)c(OC)c3)C2=O)cc1`?
IDE inh: -1; FID counter: -15; UBC9 SUMO inh: -3; pCIP destab: 2; IDE act: 4; M18AAP inhibitor: 6; VIM-2 inh: -2.8; HCV NS3 hel inh: 40*; IMP-1 inh: -1.3

How did CCC(=O)Oc1ccc(-c2cnc3ccccc3n2)cc1 do in these assays?
IDE inh: -2; FID counter: -10; UBC9 SUMO inh: -11; pCIP destab: -3; IDE act: -1; M18AAP inhibitor: 3; VIM-2 inh: 2.1; HCV NS3 hel inh: -4; IMP-1 inh: -2.4

Results for CCOc1ccc(OCCOc2cccc(C(F)(F)F)c2)cc1 ?
IDE inh: -5; FID counter: 0; UBC9 SUMO inh: -22; pCIP destab: 9; IDE act: 1; M18AAP inhibitor: -2; VIM-2 inh: -0.3; HCV NS3 hel inh: -2; IMP-1 inh: -2.8

Results for COc1nsnc1NS(=O)(=O)c1ccc(NC(=S)NC(=O)c2ccncc2)cc1 ?
IDE inh: 11; FID counter: 2; UBC9 SUMO inh: 9; pCIP destab: -6; IDE act: 6; M18AAP inhibitor: -3; VIM-2 inh: -3.1; HCV NS3 hel inh: -7; IMP-1 inh: -2.7
